# Screening data as filed in PubChem BioAssay.
# LYPLA2 counter = LYPLA2 inhibitors, primary screen, counter-screen for PME1 inhibitor project, biochemical, fluorescence polarization, FP-Rh probe ABPP; Acyl-protein thioesterase 2 (Homo sapiens), O95372; recombinant LYPLA2; inhibition, % at 5.9 µM; 320,000 tested, 0.38% active; AID 2177, 2009;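 active = inhibition above the screen-wide mean plus 3 SD, limit set per campaign, cut at about 26% in these data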;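 note: 0% = LYPLA2 with DMSO and 100% = wells lacking LYPLA2 enzyme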
# Target sequence (O95372 whole entry, looked up): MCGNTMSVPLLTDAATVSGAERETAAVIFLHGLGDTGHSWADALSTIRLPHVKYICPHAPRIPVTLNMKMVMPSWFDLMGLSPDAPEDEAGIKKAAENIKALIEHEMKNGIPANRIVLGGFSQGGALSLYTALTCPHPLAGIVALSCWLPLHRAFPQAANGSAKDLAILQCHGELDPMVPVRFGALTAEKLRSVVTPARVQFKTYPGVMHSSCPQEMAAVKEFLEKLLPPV
# TPT1 inhibitor = Candida albicans TPT1 enzyme inhibitors, primary screen, biochemical, fluorescence polarization. tRNA 2'-phosphotransferase TPT1 (Candida albicans SC5314). recombinant caTPT1, FP RNA substrate dephosphorylation. inhibition, % at 5 µM. 300,000 tested, 0.81% active;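 active = inhibition above the mean of all tested compounds plus 3 SD, set per screening campaign, cut at about 24% in these data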;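 note: plate controls were DMSO alone for no effect and ferristatin control at 100 nM for full effect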
# PREPL inh = PREPL enzyme inhibitors, primary screen, biochemical, fluorescence polarization. inhibition, % at 5.96 µM. recombinant PREPL, fluorescence polarization activity-based probe. AID 2751, 2010. Prolyl endopeptidase-like (Homo sapiens), Q4J6C6. 320,000 tested, 0.68% active; in the data active = inhibition above about 43%;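 note: 0% = enzyme with DMSO and 100% = wells lacking enzyme; many of its hits are not listed in these tables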
# JMJD2C inh = inhibitors of GASC-1 histone demethylase, primary screen, biochemical, fluorescence, DELFIA europium; Lysine-specific demethylase 4C (Homo sapiens), Q9H3R0; AID 2099, 2009; GST-JMJD2C(1-420) H3K9me3 demethylation; inhibition, % at 2.35 µM; 330,000 tested, 0.069% active;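 active = more than half of a compound's replicate wells show inhibition beyond 50%, single wells judged on their own value; inconclusive = some, but no more than half, of replicates pass 50% inhibition; inactive = no replicate passes 50% inhibition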;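 note: signal counts dimethyl H3K9 product captured on neutravidin plate; 0% = median of DMSO wells and 100% = 0.3 times that DMSO median; strong numbers were not always called active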
# Target sequence (Q9H3R0 1-420 limits assumed): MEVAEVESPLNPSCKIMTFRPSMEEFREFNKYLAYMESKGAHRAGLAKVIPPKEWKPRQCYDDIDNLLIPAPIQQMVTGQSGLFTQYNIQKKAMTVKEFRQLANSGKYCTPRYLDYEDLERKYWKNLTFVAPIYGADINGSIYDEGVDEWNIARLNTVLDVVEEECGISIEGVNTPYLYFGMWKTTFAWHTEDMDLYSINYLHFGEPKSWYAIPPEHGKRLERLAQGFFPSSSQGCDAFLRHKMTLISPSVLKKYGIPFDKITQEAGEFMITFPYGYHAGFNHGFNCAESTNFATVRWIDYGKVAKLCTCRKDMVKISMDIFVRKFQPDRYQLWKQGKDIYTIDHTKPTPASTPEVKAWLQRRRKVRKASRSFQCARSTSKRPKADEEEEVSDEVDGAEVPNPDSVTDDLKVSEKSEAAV
# Efflux pump mplx = inhibitors of Candida efflux pumps in yeast, primary screen, S. cerevisiae, Nile Red, multiplex | S. cerevisiae Candida pump triplex | inhibition, % at 10 µM | 330,000 tested, 0.44% active | AID 485275, 2010;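 active = plate passing quality check with inhibition over a set limit, or well fluorescence over plate mean plus 4 SD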;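 note: Nile Red retained in pooled yeast measured as flow cytometry median fluorescence; 0% = buffer negative control and 100% = Enniatin B positive control; higher means more Nile Red kept so more efflux inhibition; some compounds called inactive have numbers as strong as hits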
# PP5 inh = PP5 phosphatase inhibitors, primary screen, biochemical, fluorescence | 320,000 tested, 0.18% active | Serine/threonine-protein phosphatase 5 (Homo sapiens), P53041 | purified PP5c, OMFP substrate fluorescence | inhibition, % at 6.7 µM;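 active = inhibition above the campaign's mean inhibition across all tested compounds plus 3 SD, cut at about 9.5% in these data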;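 note: 0% = DMSO only and 100% = 100 µM cantharidin control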
# CTSL1 counter = Fasciola hepatica cathepsin L1 inhibitors, primary screen, counter-screen for PFM18AAP inhibitor project, biochemical, QFRET, fluorogenic peptide substrate; inhibition, % at 5.96 µM; AID 1906, 2009; recombinant F. hepatica cathepsin L1, Z-Leu-Arg-MCA fluorescence; 300,000 tested, 0.49% active;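 active = inhibition above the mean of all tested compounds plus 3 SD, set per screening campaign, cut at about 17% in these data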;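 note: 0% = plate median of test compound wells and 100% = 1 µM Z-Phe-Ala-diazomethylketone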
# PP1 counter = PP1-alpha phosphatase inhibitors, primary screen, counter-screen for PP5 inhibitor project, biochemical, fluorescence, OMFP substrate, single point | 320,000 tested, 0.9% active | purified PP1alpha | Serine/threonine-protein phosphatase PP1-alpha catalytic subunit (Homo sapiens), P62136 | AID 2235, 2010 | inhibition, % at 6.7 µM;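 active = inhibition above the mean inhibition of all tested compounds plus 3 SD, computed separately for each screening campaign, cut at about 15% in these data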
# Target sequence (P62136 whole entry, looked up): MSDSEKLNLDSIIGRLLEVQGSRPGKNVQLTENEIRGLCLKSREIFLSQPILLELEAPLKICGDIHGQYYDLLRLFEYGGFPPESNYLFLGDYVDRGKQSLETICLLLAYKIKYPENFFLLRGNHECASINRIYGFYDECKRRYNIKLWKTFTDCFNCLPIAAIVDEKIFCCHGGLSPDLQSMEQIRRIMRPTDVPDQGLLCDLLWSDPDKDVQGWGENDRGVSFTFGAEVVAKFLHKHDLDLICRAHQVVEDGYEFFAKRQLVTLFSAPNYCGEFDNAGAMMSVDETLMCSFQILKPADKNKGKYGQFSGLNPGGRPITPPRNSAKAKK
# core dimer inh = inhibitors of HCV core protein dimerization, primary screen, biochemical, TR-FRET, high-throughput; TR-FRET GST/Flag-core106 dimerization, 1536-well; inhibition, % at 5 µM; 300,000 tested, 0.33% active; AID 1899, 2009;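 active = inhibition above the mean of all tested compounds plus 3 SD, set per screening campaign, cut at about 45% in these data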
#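 Material: Tagged HCV core106 pair (GST and Flag) | Amount: GST-core106 13.5 nM, Flag-core106 17 nM | Medium: KF-containing HEPES buffer, pH 7.45, DTT, CHAPS, BSA | Reagent: Eu donor and XL665 acceptor anti-tag antibodies | Schedule: 4 h at 22.5 °C | Technique: Time-resolved FRET, ex 340 nm, em 617 and 671 nm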
# The depositor's hits bear a star; ? = inconclusive; . = no result given; & = joins results of further samples. An excerpt (hit frequency here may not be typical).
SMILES,LYPLA2 counter,TPT1 inhibitor,PREPL inh,JMJD2C inh,Efflux pump mplx,PP5 inh,CTSL1 counter,PP1 counter,core dimer inh
COc1ccc(CCn2c(C)cc(C(=O)COC(=O)c3cnccn3)c2C)cc1,43*,2,-11,-4,0.1,-0.7,-34,-1,13
COc1ccc(-c2cc(C(F)(F)F)nc(SCC(N)=O)n2)cc1,-4,0,22,5&-3,0.1,3.3,-2,1,7
O=Cc1ccc(OCc2ccccn2)cc1,9,51*,5,1,0.0,-1.6,2,-4,5
CCOC(=O)c1cc2sccc2n1CC(=O)c1ccc2c(c1)OCCO2,-1,2,22,2,0.5*,5.8,-4,-14,0
CCOC(=O)C1=C(C)Nc2sc(C(=O)c3ccc(OC)cc3)c(N)c2C1c1ccc(C(=O)OC)cc1 (stereo not given),-6,17,3,-3,11*,1.4,3,-5,15
N#CC1(C#N)[C@@H](C(=O)C23CC4CC(CC(C4)C2)C3)C12CCOCC2,6,-3,5,0,-0.1,-1.3,-2,-2,-7
N/C(COc1ccc(Cl)cc1)=N\NS(=O)(=O)c1ccccc1,-12,2,-38,-3,0.1,2.1,-1,1,-7
COc1cccc(C(=O)NCCSc2ccc(C)cc2)c1,0,-2,-5,-10,-0.1,0.0,4,-5,0
CCc1cc(C(=O)N2CCCC(CNC(=O)c3ccc(-c4ccccc4)cc3)C2)no1 (stereo not given),2,-1,33,3,0.0,1.4,3,3,3
Cc1nc(N)nc(N/N=C/c2ccccc2)n1,5,1,5,-2,-0.1,2.2,1,-6,0
O=C(c1ccccc1)N(Cc1nc2ccccc2c(=O)[nH]1)C1CCCC1,-8,1,-22,-14,0.4,2.2,-1,-4,2
O=C(c1cccc(S(=O)(=O)N2CCOCC2)c1)N1CCCC(C(F)(F)F)C1 (stereo not given),-6,0,-2,26,0.0,0.2,3,-4,-3
Nc1nc(-c2ccccc2)cn1N,-1,0,4,-16,-0.1,4.3,1,0,-12
O=C(Nc1ccc(OCc2ccccc2Cl)cc1)c1cccnc1,-3,-2,38,-5,-0.2,2.6,-2,10,-6
O=C(O)CC(SCC(=O)Nc1ccc(Cl)c(S(=O)(=O)N2CCOCC2)c1)C(=O)O (stereo not given),3,-1,-2,25,0.0,-0.8,-5,-2,-2
CSCC(C)N1CCC(CO)(CCc2ccccc2)CC1 (stereo not given),7,7,-9,-5,0.1,2.7,-2,-2,-1
Cc1ccccc1CS(=O)(=O)CC1(O)CCN(C(=O)c2cccc(C(F)(F)F)c2)CC1,5,0,-19,-2,0.1,2.4,2,-2,1
COc1ccc(Cc2nnc(-c3ccccc3)o2)cc1,2,-1,11,1,0.0,-1.0,3,-5,2
Cc1ccc(-n2cccn2)c([C@@H]2C[C@H]3CN(C)C(=O)[C@]34CCCN24)c1,-2,-1,6,0,0.0,1.5,-13,-1,-1
COc1cc(OC)cc(-c2nnc(SCc3cccnc3)o2)c1,9,-3,16,5,0.0,3.7,3,-1,-2
Cc1cc(C)cc(NC(=O)C2CCCN2S(=O)(=O)c2ccc3c(c2)n(C)c(=O)c(=O)n3C)c1 (stereo not given),-5,3,10,3,0.2,1.0,-2,-2,4
CN(CCc1ccccn1)C(=O)CC1C(=O)NCCN1Cc1cccc(F)c1 (stereo not given),-1,-4,1,1,-0.2,1.0,2,0,-6
CC(C)CCOc1ccc(-c2c(=O)n(OCc3ccc([N+](=O)[O-])cc3)c3ccccc3[n+]2[O-])cc1,-1,-2,16,-14,0.0,3.8,-2,1,3
O=C(CN1C(=O)NC(Cc2c[nH]c3ccccc23)C1=O)Nc1ccc(F)c(F)c1F (stereo not given),2,.,27,-3,0.2,4.0,.,-1,.
CCCCc1n[nH]c2c1C(=O)CC(C)(C)C2,5,-3,-3,4,0.1,2.4,1,-3,-1
C=CCc1ccccc1OCC(O)CNC(=O)c1ccccc1C(=O)O (stereo not given),2,-1,-2,4,-0.1,-1.1,-1,-2,1
CCCc1cc(=O)[nH]c(SCC(=O)N2CCCc3ccccc32)n1,2,1,-7,-9,-0.3,0.4,-2,-2,3
COc1ccc(CCn2c(=N)c(C(=O)NC3CCCC3)cc3c(=O)n4ccccc4nc32)cc1OC,-1,28*,14,67,0.3,-2.1,2,-4,1
COc1cc(C(C(=O)NCc2ccccc2)N(Cc2ccco2)C(=O)c2cnccn2)cc(OC)c1OC (stereo not given),-7,-2,-3,-3,0.0,2.9,2,-1,-2
CCOc1ccc(S(=O)(=O)N(C)c2ccc(OCC(=O)Nc3nccs3)cc2)cc1,4,0,-9,0,0.1,-1.4,-2,-2,6
CCCCc1ncc(CN2CCC(n3nccc3NC(=O)c3ccccc3OC)CC2)[nH]1,5,-3,9,-12,0.3,0.7,-1,2,2
Cn1cc(Cl)c(C(=O)Nc2nccs2)n1,5,1,10,.,-0.2,1.4,-3,0,-11
O=c1[nH]oc2cc(Cl)ccc12,1,-2,5,-10,-0.1,-1.0,-5,3,-6
O=C(NCCN1C(=O)C2C3C=CC(C3)C2C1=O)Nc1ccccn1 (stereo not given),-6,-5,-7,1,-0.1,-2.1,0,-6,-4
CC12CCC(=O)N1C(C(=O)Nc1nc3ccccc3s1)CS2 (stereo not given),-2,.,5,.,-0.1,1.8,.,2,.
COc1ccc(CCNC(=O)CSc2nnc3c(n2)[nH]c2ccc(F)cc23)cc1OC,-1,-2,-10,-2,0.3,1.4,-3,-2,7
CCN1CCN(CCCNC(=O)c2ccc3c(c2)NC(=O)/C(=C\c2cccc(C)c2)S3)CC1,2,-2,7,2,0.1,1.9,2,2,-8
NC1=NC[C@@H](Cc2ccc(O)cc2)N1CC1CCCCC1,4,3,10,16,0.2,3.3,1,3,-19
COc1ccc(-c2csc(N3C(=O)CNC3=S)n2)cc1,3,0,18,7,0.3,1.6,0,-1,0
O=C(CN(Cc1ccc(F)cc1)C(=O)c1csnn1)NCc1ccccc1,6,-5,-6,-20,0.0,-1.1,-2,-3,-4
COCCCNCCCCOc1ccccc1-c1ccccc1,-2,7,-3,3,-0.6,0.5,0,2,2
Cn1c(CCN2CCCCC2)nc2cc(NC(=O)Nc3ccccc3)ccc21,3,5,18,-1,0.3,-2.3,-1,-1,3
O=C(NCc1ccccc1)C(c1ccncc1)N(C(=O)c1csnn1)c1ccccc1F (stereo not given),-1,-2,12,9,-0.1,1.0,0,1,-3
O=C(COC(=O)COc1cccc(C(F)(F)F)c1)Nc1ccc(N2CCOCC2)cc1,5,.,21,23,-0.2,1.6,.,-1,.
CCn1nnc2cc(C(=O)Nc3cc(Cl)ccc3C)ccc21,-7,.,-10,2,0.0,1.9,.,-1,.

# Looked up by structure from the entries so far, 2 records:
SMILES,LYPLA2 counter,TPT1 inhibitor,PREPL inh,JMJD2C inh,Efflux pump mplx,PP5 inh,CTSL1 counter,PP1 counter,core dimer inh
CC12CCC(=O)N1C(C(=O)Nc1nc3ccccc3s1)CS2 (stereo not given),-2,.,5,.,-0.1,1.8,.,2,.
Cn1cc(Cl)c(C(=O)Nc2nccs2)n1,5,1,10,.,-0.2,1.4,-3,0,-11

# The list goes on.
SMILES,LYPLA2 counter,TPT1 inhibitor,PREPL inh,JMJD2C inh,Efflux pump mplx,PP5 inh,CTSL1 counter,PP1 counter,core dimer inh
Cc1ccc(OCc2csc(N)n2)cc1,-2,1,-8,6,0.1,1.1,-2,3,-4
CC(C)CC(=O)Nc1ccc(C(=O)COC(=O)Cc2n[nH]c(=O)c3ccccc23)cc1,3,.,-6,-2,-0.3,2.2,.,2,.
COc1cc2ncnc(NCc3ccccc3Cl)c2cc1OC,-7,0,5,8,0.0,-0.4,1,5,1
O=C(Nc1cccnc1)c1ccc(Br)s1,-3,1,-5,-4,0.0,0.0,3,2,2
COc1ccc(C(CNC(=O)Nc2ccc(Cl)cc2)N2CCN(C)CC2)cc1 (stereo not given),-6,2,10,-10,-0.1,1.1,-2,-4,-5
Cc1ccccc1CN1CCNC1=O,3,0,2,-1,-0.1,0.2,-2,0,-1
CCc1ccccc1OCCCOc1ccc(OC)cc1,-2,5,16,.,0.1,-1.4,-16,-3,2
Cc1cc(-c2ccn[nH]2)c(C)s1,3,-1,18,-2,0.1,-0.5,3,-2,-4
CC(NC(=O)c1ccco1)C(=O)N(C)Cc1ccc(C(F)(F)F)cc1 (stereo not given),9,-3,-9,-11,0.1,2.6,0,-3,-2
CCC(=O)Oc1oc(-c2ccccc2)nc1C=Nc1ccccc1OC,-2,0,16,-4,0.2,0.3,25*,3,17
Cc1ccccc1CN1[C@@H](CC2CCCCC2)COCCS1(=O)=O,1,1,8,2,0.1,4.3,-1,5,1
CCN(CC)S(=O)(=O)c1ccc(S(=O)(=O)Nc2ccc3c(c2)oc2ccccc23)cc1,-32,-6,-60,4,0.0,4.1,6,3,9
CN1CCN(C(=O)c2ccc3c(c2)N(Cc2ccccc2)CCS3)CC1,4,0,34,-6,0.0,2.2,-2,0,-10
COc1ccc(-n2c(O)c(/C=N/NS(=O)(=O)c3ccc(C)cc3)c3ccccc3c2=O)cc1OC,-59,109*,-30,7,1.2,1.0,2,1,0
COCCN(C(=O)Cc1cccs1)c1nnc(-c2cccnc2)s1,9,-7,-1,2,0.0,0.6,2,-1,2
CCOc1ccc(Cl)cc1S(=O)(=O)N1CCN(c2ccc(F)cc2)CC1,4,-2,15,-1,0.7,4.2,0,-6,8
CN1CCN(c2ccccc2NC(=O)c2ccc(-c3ccc(Br)cc3)o2)CC1,2,1,21,5,0.1,3.2,1,0,-3
O=[N+]([O-])c1cccc(/C=N/Nc2nnc(-c3ccccc3)c(-c3ccccc3)n2)c1,-5,-1,8,-5,1.5,-5.5,-3,-6,1
c1ccc(CCCNc2ncccn2)cc1,4,1,1,-30,0.3,2.9,-1,2,-4
Cc1cc(C)c(S(=O)(=O)c2cccc(C)c2C)c(=O)[nH]1,-3,1,9,-47,0.4,1.2,-1,-3,-4
COc1ccc(-n2nc3c(N4CCC(C(=O)NCCc5ccco5)CC4)nnc(C)c3c2C)cc1,3,3,42,-5,0.0,-1.8,-3,4,5
CCOC(=O)C1CCN(C(c2ccc(OC)c(OC)c2)c2sc3nc(C)nn3c2O)CC1 (stereo not given),1,1,-1,3,-0.1,0.5,-1,-3,-7
CCOC(=O)C1CCCN(S(=O)(=O)c2cccc3nsnc23)C1 (stereo not given),1,1,-10,-7,-0.1,1.5,0,1,8
COc1cccc(NC(=O)CSc2nc(N)cc(N)n2)c1,-2,1,-1,?,0.1,2.8,-4,-3,3
Cc1c(Cl)cccc1NC(=O)c1cc(-c2ccco2)on1,-1,3,-1,-16,0.0,0.3,6,2,8
CCN1CCN(CCCOc2ccc(-c3ccccc3)cc2)CC1,-4,-2,25,2,0.2,3.0,-13,-1,2
